Bioassay records deposited in PubChem by several laboratories.
TNAP activation fold = human TNAP enzyme activators, primary screen, biochemical, luminescent, no phosphate acceptor, uHTS (AID 1001). Alkaline phosphatase, tissue-nonspecific isozyme (Homo sapiens). purified TNAP, luminescent activation assay, no phosphate acceptor; higher activation fold means a stronger effect. one-dose activation fold at 20 µM; EC50 in µM for titrated hits. actives 0.03% (n = 200,000); in the data active = activation fold from about 3, or a potency from the dose series; inactive = the rest, 99 in 100 with activation fold below about 1.6; also: many of its hits are not listed in these tables
PhoP inhibition = inhibitors of PhoP regulon expression, primary screen, Salmonella Typhimurium, GFP reporter (AID 1863); S. Typhimurium PhoP-regulated promoter GFP reporter, 4 h; higher % means a stronger effect; actives 0.16% (n = 300,000); inhibition, % at 50 µM; hits with a dose series show IC50 in µM;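 active = inhibition over 29.93%, a cutoff 3 SD above the screen mean, later confirmed by dose response; inconclusive = inhibition over 29.93% but no dose response follow-up; inactive = inhibition at most 29.93% or unconfirmed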;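 also: 0% = low Mg2+ inducing control and 100% = high Mg2+ repressing control; strong numbers were not always called active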
MgcRacGAP inhibition = MgcRacGAP GTPase-activating activity inhibitors, confirmation, biochemical, ADP Hunter fluorescence. actives 0.6% (n = 340,000). one-dose inhibition, % at 30 µM; IC50 in µM for titrated hits. MgcRacGAP-stimulated Rac1 GTP hydrolysis, ADP Hunter fluorescence; higher % means a stronger effect; GST-tagged Rac1 F28L mutant substrate. AID 624330, 2012. Rac GTPase-activating protein 1 (Homo sapiens);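 active = first-screen hits whose inhibition reached a set limit at any dose in the follow-up dose series; inconclusive = inhibition above the set first-screen limit but never retested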;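 also: fluorescence reports GDP produced by GAP-driven GTP hydrolysis; strong numbers were not always called active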
RSV antiviral HEp-2 = RSV antiviral activity via CPE protection, HEp-2 cells, primary 10 µM value included (AID 2391); HEp-2 cells, RSV-induced CPE inhibition; higher % means a stronger effect; one-dose CPE inhibition, % at 10 µM; IC50 in µM for titrated hits; actives 0.13% (n = 310,000); in the data active = a potency from the dose series; inconclusive = CPE inhibition mostly from about 23% at the one dose, without a potency; inactive = the rest, 99 in 100 with CPE inhibition below about 21%; also: strong numbers were not always called active
NTR1 ag = agonists of NTR1, primary screen, imaging, U2OS cells, beta-arrestin-GFP, high content (AID 493036); Neurotensin receptor type 1 (Homo sapiens), P30989; actives 0.17% (n = 330,000); NTR1-U2OS beta-arrestin-GFP spot imaging, agonist mode; activation, % at 20 µM;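 active = activation at or above 40% of the spot to cytoplasm intensity ratio, with at least 20 cells analyzed; inconclusive = wells under 20 cells, flagged as cytotoxic or low count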;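 also: 0% = DMSO without peptide and 100% = 100 nM NTR1 peptide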
Target sequence (P30989 whole entry, looked up): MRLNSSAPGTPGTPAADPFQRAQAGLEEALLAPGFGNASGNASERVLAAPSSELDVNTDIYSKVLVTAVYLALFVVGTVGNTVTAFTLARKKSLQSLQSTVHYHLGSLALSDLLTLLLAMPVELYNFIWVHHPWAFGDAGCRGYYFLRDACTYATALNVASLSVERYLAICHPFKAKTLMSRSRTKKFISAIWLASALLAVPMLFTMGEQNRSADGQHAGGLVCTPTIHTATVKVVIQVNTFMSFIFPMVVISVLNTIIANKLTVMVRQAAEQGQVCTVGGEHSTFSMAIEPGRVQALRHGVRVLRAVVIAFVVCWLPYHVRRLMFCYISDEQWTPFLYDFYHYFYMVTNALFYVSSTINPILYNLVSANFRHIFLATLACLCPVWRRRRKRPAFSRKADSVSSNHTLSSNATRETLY
Myeloid diff MLP = induction of myeloid progenitor differentiation, primary screen, cell-based, flow cytometry, MLPCN library; ER-HoxA9 myeloid progenitors, lysozyme-GFP differentiation; calls only at 10 µM; actives 1% (n = 360,000); AID 624256, 2012;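 active = normalized GFP-positive differentiation at or above the plate's own cutoff, the solvent-only control mean plus 3 SD; inconclusive = no clear call, values can overlap the other calls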;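 also: cells exposed to compound for four days before flow analysis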
T cell modulator = modulators of CD8 T cell-vesicle binding, primary screen, mouse 2C CD8+ T cells, flow cytometry; 2C CD8+ T cell-vesicle binding; active compounds read low; calls only at 7 µM; actives 0.068% (n = 330,000); AID 2052, 2009;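 active = response, share of CD8 T cells binding vesicles, and their 90th percentile fluorescence all below set limits, cut at about 80% in these data, passing the limit was not always enough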
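incubation = binding step 1.5 h, 37 °C, antibody labelling 20 min, ice | test system = 2C mouse CD8+ T cells | read-out basis = percent CD8+ FL2 mean versus row control | controls = Peptide-free naked vesicles (low) and QL9 vesicles with 0.7% DMSO vehicle (high) | detection = flow cytometry of vesicle-bound cells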
SV40 large T antigen = SV40 large T antigen inhibitors, biochemical (AID 1903); one-dose inhibition, % at 20 µM; IC50 in µM for titrated hits; actives 0.39% (n = 310,000); SV40 large T antigen ATPase/helicase inhibition assay; higher % means a stronger effect; in the data active = a potency from the dose series; inconclusive = inhibition mostly from about 32% at the one dose, without a potency; inactive = the rest, 99 in 100 with inhibition below about 32%; also: strong numbers were not always called active
UTI89 phage lysis = inhibition of K1F phage lysis, E. coli UTI89, bacterial capsule biogenesis inhibitors, alamar blue (AID 488966) | E. coli UTI89 K1F phage lysis, alamar blue, 2 h; higher % means a stronger effect | inhibition, % at 100 µM; hits with a dose series show IC50 in µM | actives 0.02% (n = 340,000);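 active = phage lysis inhibition, versus mean bacterial control, above a set limit; inconclusive = no clear call, values can overlap the other calls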;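 also: capsule biogenesis inhibitors block K1F phage lysis so surviving cells raise fluorescence; higher fluorescence means more inhibition of phage lysis; actives were called in the ten point dose series up to 300 µM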
T cell modulator vesicle-bound % = recorded beside T cell modulator, whose call it bears; double positive events, %; measured here: CD8+ vesicle-bound cell fraction;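 binding gate set so that unloaded-vesicle control wells show 10% double positive cells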
NTR1 ag cell count 20 µM = further read-out of NTR1 ag, marked with its call; cell count; measured here: cell count, cytotoxicity flag
Myeloid diff MLP GFP+ MAC1+ % = also measured in Myeloid diff MLP; calls as there; GFP+ MAC1+ double positive, %; measured here: differentiation confirmed by MAC1 staining
* marks the source's active call; other numbers are inactive results; i = inactive; ? = inconclusive; . = no result given; + = active, no number; [ ] = another dose, or the depositor's remark.

SMILES	TNAP activation fold	PhoP inhibition	MgcRacGAP inhibition	RSV antiviral HEp-2	NTR1 ag	NTR1 ag cell count 20 µM	Myeloid diff MLP	Myeloid diff MLP GFP+ MAC1+ %	T cell modulator	T cell modulator vesicle-bound %	SV40 large T antigen	UTI89 phage lysis
Brc1ccc(-c2nnc(-c3cccc(Br)c3)o2)cc1	1.1	18%	5%	3.7%	13	44	i	0.6	i	46	9%	0.8%
CC(C)(C)c1cc(NC(=O)CSc2nnc(NCc3ccccc3)s2)n(-c2ccccc2)n1	1	3%	4%	14%	2.3	62	i	0.3	i	21	2%	0.1%
Cc1ccc2c(n1)CC(C)(C)C/C2=N\O	1	2%	1%	0.7%	5.3	87	i	1.0	i	8	1%	0.8%
Cc1cc(=O)oc2cc(OCc3ccc(S(=O)(=O)N4CCOCC4)cc3)ccc12	1.2	7%	0%	2.6%	1.0	73	+	16*	i	28	18%	-1.9%
CN(c1nc(-c2ccccc2)cs1)C1CCS(=O)(=O)C1 (centres undefined)	1.1	-2%	9%	0.7%	-0.2	45	i	0.6	i	43	6%	-0.3%
O=C(O)CCCCCNC(=O)Nc1ccc2c(c1)OCCO2	1.1	-12%	12%	0.5%	-0.4	28	i	1.0	i	29	3%	0.4%
CC(C)C(NC(=O)/C(=C/c1ccco1)NC(=O)c1ccc(Br)o1)C(=O)O (centres undefined)	.	3%	4%	-0.3%	-1.0	57	i	0.6	i	19	5%	0.1%
COc1ccc(-n2c(=S)[nH]c3cc(C(=O)NCc4ccco4)ccc3c2=O)c(OC)c1	1	-6%	7%	-0.1%	-2.2	97	i	0.9	i	31	47%	0.1%
Cc1ccc2nc(NC(=O)c3ccc(Br)o3)sc2c1	.	3%	11%	1.8%	-0.6	65	i	0.5	i	25	-1%	1.2%
O=C(C[n+]1ccccc1)c1ccc(Cl)cc1	.	1%	11%	1.1%	-1.1	67	i	0.5	i	48	10%	0.0%
CCCCc1ncc(CN2CCC(n3nccc3NC(=O)c3ccccc3Cl)CC2)[nH]1	.	1%	5%	0.2%	-0.8	59	?	.	i	64	0%	0.1%
O=C(NN=C(Cc1ccccc1)Cc1ccccc1)c1ccccc1O	1.1	-5%	.	5.1%	2.0	23	i	0.0	i	59	5%	.
Cc1onc(-c2ccccc2Cl)c1C(=O)Nc1nnc(-c2ccc(F)cc2)s1	1.1	-15%	-7%	1.1%	3.6	54	i	3.7	i	25	8%	2.5%
Cc1ccccc1NC(=S)N/N=C1\CC(C)(C)Oc2ccc(O)cc21	1	-8%	-4%	0.1%	6.0	31	i	0.5	i	12	12%	-0.3%
COc1ccccc1NC(=O)/C(=C\c1cccnc1)NC(=O)c1ccccc1	.	0%	0%	3.1%	-1.5	35	i	1.1	i	25	6%	0.0%
COc1cc(NC(=O)c2cccc(Cl)c2)c(OC)cc1NC(=O)CN1CCOCC1	1.1	-1%	2%	-0.4%	0.5	48	i	0.0	i	42	4%	3.5%
Cc1ccc2c(c1)C1(OCCCO1)C(=O)N2	.	-4%	1%	2.6%	-1.4	59	i	0.4	i	54	5%	-1.0%
O=C(c1cc(F)c(F)cc1Cl)N1CCN(c2ncccn2)CC1	.	13%	5%	2.8%	-0.5	62	i	0.3	i	49	-3%	0.4%
CNC(=O)NC(=O)C(NC1CCCc2ccccc21)c1ccccc1 (centres undefined)	.	11%	6%	2.3%	2.9	39	i	0.3	i	55	-27%	-0.1%
COc1ccc(-c2noc(CCC(=O)NC3CCCC3)n2)cc1	.	-9%	3%	-0.1%	0.6	45	i	1.0	i	21	4%	-0.2%
CC(=O)c1ccc(NC(=O)CSc2n[nH]c(-c3cccnc3)n2)cc1	.	12%	2%	0.4%	-1.1	40	i	0.5	i	58	-2%	0.1%
CCN(CC)S(=O)(=O)c1cccc(-c2nnc(SCC(=O)NC3CCCC3)n2N)c1	1	-7%	2%	0.2%	-0.5	66	i	1.7	i	36	13%	0.6%
CC(=O)c1cccc(NC(=O)CSc2n[nH]c(-c3ccncc3)n2)c1	.	.	5%	-0.6%	5.1	89	i	0.8	i	32	.	0.8%[50 µM]
COc1ccccc1NC(=O)CN1CCC(c2nc3ccc(C)cc3[nH]2)CC1	1.3	3%	1%	1.0%	1.2	50	i	0.5	i	40	0%	0.3%
Oc1cc(-c2ccccc2)c2ccccc2c1	1	-11%	27%	22%	3.0	87	i	0.1	i	56	2%	-0.2%
(next part)
SMILES	TNAP activation fold	PhoP inhibition	MgcRacGAP inhibition	RSV antiviral HEp-2	NTR1 ag	NTR1 ag cell count 20 µM	Myeloid diff MLP	Myeloid diff MLP GFP+ MAC1+ %	T cell modulator	T cell modulator vesicle-bound %	SV40 large T antigen	UTI89 phage lysis
COC(=O)/C(C#N)=C/c1c(N2CCN(c3ccc(OC)cc3)CC2)nc2c(C)cccn2c1=O	.	7%	17%	14%	3.4	85	i	0.5	i	49	26%	-0.1%
CCCCC1=CC2=CC(=O)C(C)(OC(=O)CC)C(=O)C2=CN1CC(C)C (centres undefined)	.	0%	-2%	-1.5%	-1.7	105	i	1.0	i	38	22%	-0.5%
CCOc1cc(NC(=O)c2ccccn2)c(OCC)cc1NC(=O)c1ccccc1	1.1	8%	7%	-0.2%	0.1	48	i	0.6	i	48	9%	-0.3%
Cc1sc2nc(C3CC3)nc(NCCNS(=O)(=O)c3ccccc3)c2c1C	1.1	1%	4%	?	6.6	55	i	7.6	i	38	9%	-0.8%[50 µM]
CC(NC(=O)COC(=O)c1ccc(N2CCCC2=O)cc1)c1ccc(F)cc1 (centres undefined)	.	.	4%	.	0.3	62	?	.	i	27	.	0.7%[50 µM]
COc1ccc2oc(=O)c(C(=O)N3CCN(c4ccccc4C)CC3)cc2c1	1.1	-8%	-6%	-0.1%	3.0	57	i	1.9	i	18	-2%	3.6%
CCC(=O)NC(=S)Nc1cccc(Cl)c1N1CCCCC1	1	-4%	4%	3.4%	50*	62*	i	6.0	i	41	3%	-2.5%
Cc1ccc(-n2ccnc2SCC(=O)O)cc1C	.	-7%	3%	1.3%	0.2	70	i	0.2	i	23	9%	0.0%
COc1ccc(C2=NS(=O)(=O)N(C)C(C(=O)Nc3ccc4c(c3)OCO4)=C2)cc1	.	.	8%	11%	4.6	45	i	1.5	i	28	.	0.1%
N#C/C(=C\c1ccc[nH]1)C(=O)Nc1ccccc1F	.	-7%	8%	?	0.7	57	i	4.2	i	19	11%	0.2%
NS(=O)(=O)c1ccc(NC2(C(=O)O)CCCC2)cc1	.	5%	7%	0.3%	-1.2	89	+	4.7*	i	54	11%	0.0%
C=CCn1c(SCC(=O)/C(C#N)=C(\C)N)nnc1C1CCCCC1	0.9	-2%	11%	2.0%	-0.8	53	i	4.6	i	14	6%	0.1%
C=CCn1c(SCCOC)nc2c1c(=O)[nH]c(=O)n2C	1	-1%	18%	5.1%	0.2	100	i	1.8	i	9	11%	-1.5%
C=CCN(C(=O)c1csnn1)C(C(=O)NCc1ccccc1)c1ccccc1F (centres undefined)	.	4%	5%	-0.2%	0.8	49	i	1.1	i	20	0%	0.1%
COCc1cc(=O)[nH]c(N2CCN(C(=O)c3ccco3)CC2)n1	.	-6%	0%	1.2%	-2.1	76	i	0.3	i	58	12%	-0.1%
COc1ccc(CCNc2oc(COc3ccccc3Cl)nc2C#N)cc1OC	1	-4%	3%	3.0%	2.1	85	i	2.1	i	37	0%	-1.2%
O=C(CNc1cccc([N+](=O)[O-])c1)N1CCN(S(=O)(=O)c2ccc(Cl)cc2)CC1	.	.	8%	.	-0.8	62	i	0.3	.	.	.	0.5%[50 µM]
Cc1cc(C)nc(SCCCNCc2ccccc2)n1	.	11%	4%	-0.9%	0.7	68	i	1.0	i	32	-3%	0.4%
Cc1ccc(OCC(O)Cn2nc(C)cc2C)cc1 (centres undefined)	1	2%	10%	1.6%	0.7	65	i	0.1	i	42	23%	0.0%
O=C(NCCC(=O)N(CCc1ccccc1)Cc1ccccc1)c1ccc(Br)cc1	.	-1%	10%	19%	4.7	55	i	0.9	i	33	8%	-0.2%[50 µM]
CCC1=[N+](CC(=O)c2ccc(C)cc2)CCn2c(C)ccc21	1.1	-3%	2%	10%	-1.2	61	i	1.3	i	47	25%	5.1%
COC(=O)CSc1nnc(CNC(=O)c2ccc(OC)cc2OC)n1C	1.1	0%	5%	-0.5%	-0.2	92	i	3.3	i	48	26%	0.5%
Cc1ccc(S(=O)(=O)N2CCN(C(=O)CN3C(=O)c4ccccc4C3=O)CC2)c(C)c1	.	.	3%	0.1%	5.2	60	i	0.3	i	32	.	0.5%[50 µM]
CN(CC(=O)Nc1ccc(Cl)c(Cl)c1)C(=O)/C=C/c1ccc(F)cc1	1.1	1%	-5%	1.8%	-0.7	53	i	1.0	i	37	-7%	0.1%
O=S(=O)(Nc1ncnc2scc(-c3ccc(F)cc3)c12)c1cc(F)ccc1F	.	.	13%	3.3%	4.8	56	i	0.3	i	20	10%	0.1%
Cc1ccc(CCNC(=O)C2CCN(S(=O)(=O)c3cccc4cccnc34)CC2)cc1	.	-4%	7%	3.8%	1.4	60	i	2.5	i	51	9%	0.2%
CCOC(=O)c1cc(NC(=O)c2ccc(OC)cc2)c(=O)oc1-c1ccccc1	1.1	-3%	0%	21%	8.0	78	i	1.1	i	17	1%	-0.1%
NNC(=O)c1oc2nc(-c3ccco3)cc(-c3ccco3)c2c1N	.	6%	.	9.8%	1.2	65	i	0.5	i	20	17%	.
Cc1nnc(SCc2ccc([N+](=O)[O-])cc2)[nH]c1=O	1.1	-13%	5%	3.1%	1.0	96	i	0.3	i	49	13%	1.9%
NC(=O)CNC(=O)[C@@H]1CC2(CC(c3ccccc3)=NO2)CN1C(=O)c1ccc(Br)cc1 (some centres undefined)	1.1	-6%	9%	3.1%	7.7	79	i	1.9	i	20	5%	3.6%
